All columns: NCI-60 one-dose screen, growth in % after 48 h at 10 µM unless noted; 100 = growth as untreated, 0 = no growth, -100 = all killed.
OVCAR-5: OVCAR-5 ovarian cancer; 2.9% of 82,000 active
OVCAR-3: OVCAR-3 ovarian cancer | 7% of 79,000 active | AID 1794787
KM12: KM12 colon cancer cells; 5% of 82,000 active
SW-620: SW-620 colon cancer. 5.2% of 82,000 active
OVCAR-8: OVCAR-8 ovarian cancer; 4.4% of 81,000 active
OVCAR-4: OVCAR-4 ovarian cancer cells; 3.7% of 80,000 active
DU-145: DU-145 prostate cancer; 4.2% of 81,000 active
HCC-2998: HCC-2998 colon cancer | 4.7% of 79,000 active
PC-3: PC-3 prostate cancer cells | 3.9% of 80,000 active | AID 1794754
Starred values were filed as active, the others as inactive; & = joins results of further samples. How the source made its calls: active means growth percent below 10; inactive means the rest.

Screening COc1cc(C[C@H]2COc3cc(O)cc(O)c3C2=O)ccc1O returned OVCAR-5 101, OVCAR-3 14, KM12 25, SW-620 23, OVCAR-8 28, OVCAR-4 63, DU-145 43, HCC-2998 88 and PC-3 30.
Screening COc1cc(-c2nc(-c3nnc(-c4cccnc4)o3)c3ccccn23)cc(OC)c1OC returned OVCAR-5 110, OVCAR-3 129, KM12 100, SW-620 93, OVCAR-8 74, OVCAR-4 123, DU-145 114, HCC-2998 100 and PC-3 101.
CCN1C(=O)N(CC)C2C1NN=C1SC(c3ccccc3)=CC(=O)N12 (stereo not drawn) was read as OVCAR-5 29, KM12 27, SW-620 18, OVCAR-8 18, OVCAR-4 72, DU-145 26, HCC-2998 21 and PC-3 17.
Screening CC(C)NC(=O)c1cc(NCc2cc(O)ccc2O)ccc1O returned OVCAR-5 117, OVCAR-3 101, KM12 104, SW-620 107, OVCAR-8 99, OVCAR-4 100, DU-145 104, HCC-2998 108 and PC-3 90.
`Cn1cnc([N+](=O)[O-])c1S(=O)(=O)Oc1cccc2ccccc12` gave OVCAR-5 82, OVCAR-3 -73*, KM12 89, SW-620 7.3*, OVCAR-8 73, OVCAR-4 81, DU-145 43, HCC-2998 89 and PC-3 57.
For O=C(CN1CCN(c2cc3c(cc2F)c(=O)c(C(=O)N/N=C/c2ccc(Br)cc2)cn3C2CC2)CC1)N/N=C\c1ccc(Br)cc1 the results were OVCAR-5 104, OVCAR-3 100, KM12 101, SW-620 98, OVCAR-8 95, OVCAR-4 93, DU-145 94, HCC-2998 108 and PC-3 76.
`O=C1CCN(c2ccc(-c3ccco3)cc2)N1c1ccc(-c2ccco2)cc1` gave OVCAR-5 82, OVCAR-3 93, KM12 87, SW-620 96, OVCAR-8 93, OVCAR-4 92, DU-145 97, HCC-2998 94 and PC-3 95.
`O=C(Nc1nn(-c2ccc(Cl)cc2Cl)nc1-c1ccccc1)c1ccccc1` gave OVCAR-5 92, OVCAR-3 91, KM12 81, SW-620 105, OVCAR-8 103, OVCAR-4 106, DU-145 131, HCC-2998 108 and PC-3 84.
c1ccc(C2=NN3C(C2)c2ccccc2OC3c2ccccc2)cc1 (stereo not drawn) was read as OVCAR-5 109, OVCAR-3 104, KM12 101, SW-620 99, OVCAR-8 99, OVCAR-4 95, DU-145 111, HCC-2998 102 and PC-3 98.
CC/C(=C\c1ccc(Cl)cc1)c1ccncc1 was read as OVCAR-5 89, OVCAR-3 109, KM12 104, SW-620 101, OVCAR-8 96, OVCAR-4 102, DU-145 103, HCC-2998 92 and PC-3 100.
For O=C(NNc1nc2cc(F)cc(F)c2n2cccc12)c1ncccn1 the results were OVCAR-5 41, OVCAR-3 16, KM12 22, SW-620 22, OVCAR-8 17, OVCAR-4 21, DU-145 21, HCC-2998 52 and PC-3 32.
For Fc1ccc(C2=NN(c3ccccc3)C(c3sc(Cl)nc3Cl)C2)cc1 (stereo not drawn) the results were OVCAR-5 100, OVCAR-3 100, KM12 100, SW-620 98, OVCAR-8 100, OVCAR-4 99, DU-145 97, HCC-2998 98 and PC-3 92.
O=S(=O)(Nc1ccc(NS(=O)(=O)c2ccccc2)c(Cl)c1)c1ccccc1 was read as OVCAR-5 108, OVCAR-3 104, KM12 104, SW-620 99, OVCAR-8 103, OVCAR-4 100, DU-145 109, HCC-2998 104 and PC-3 89.
O=C(Nc1ccccc1C1=NCC(CO)O1)c1ccc(C(F)(F)F)cc1 (stereo not drawn) was read as OVCAR-5 107, OVCAR-3 116, KM12 98, SW-620 114, OVCAR-8 110, OVCAR-4 103, DU-145 103, HCC-2998 95 and PC-3 100.
CNC(=O)c1cc(Oc2ccc3nc(NC(=O)c4cc(Cl)cc(Cl)c4)sc3c2)ccn1 was read as OVCAR-5 94, KM12 66, SW-620 93, OVCAR-8 87, OVCAR-4 86, DU-145 95, HCC-2998 87 and PC-3 68.
Screening C#CC(C(C)C)N(CCO)CCCC (stereo not drawn) returned OVCAR-5 92, OVCAR-3 111, KM12 109, SW-620 107, OVCAR-8 105, OVCAR-4 101, DU-145 112, HCC-2998 111 and PC-3 95.
`CCC(=O)N(Cc1ccc(F)cc1)NS(=O)(=O)c1ccccc1` gave OVCAR-5 117, KM12 112, SW-620 112, OVCAR-8 102, OVCAR-4 116, DU-145 112, HCC-2998 102 and PC-3 98.
For COc1ccc(C(=O)c2cc(F)c(F)c(OC)c2F)c(OC(=O)CCl)c1OC(=O)CCl the results were OVCAR-5 103, OVCAR-3 76, KM12 62, SW-620 52, OVCAR-8 88, OVCAR-4 92, DU-145 92, HCC-2998 78 and PC-3 88.
`O=C(Nc1cccc(Cl)c1)c1cc(N=Nc2ccc([N+](=O)[O-])cc2Cl)ccc1O` gave OVCAR-5 112, OVCAR-3 85, KM12 94, SW-620 86, OVCAR-8 16, OVCAR-4 60, DU-145 116, HCC-2998 46 and PC-3 35.
For COc1ccc(-c2nc3sccn3c2/C=C/C(=O)c2c[nH]c3ccccc23)cc1 the results were OVCAR-5 64, OVCAR-3 68, KM12 77, SW-620 100, OVCAR-8 64, OVCAR-4 43, DU-145 57 and HCC-2998 67.

Among those listed so far, these have a nitro group on carbon:
`Cn1cnc([N+](=O)[O-])c1S(=O)(=O)Oc1cccc2ccccc12` gave OVCAR-5 82, OVCAR-3 -73*, KM12 89, SW-620 7.3*, OVCAR-8 73, OVCAR-4 81, DU-145 43, HCC-2998 89 and PC-3 57.
`O=C(Nc1cccc(Cl)c1)c1cc(N=Nc2ccc([N+](=O)[O-])cc2Cl)ccc1O` gave OVCAR-5 112, OVCAR-3 85, KM12 94, SW-620 86, OVCAR-8 16, OVCAR-4 60, DU-145 116, HCC-2998 46 and PC-3 35.

Next compounds follow:
For CCCC(C)(O)C#CC(C)(O)CCC (stereo not drawn) the results were OVCAR-5 109, OVCAR-3 117, KM12 108, SW-620 110, OVCAR-8 112, OVCAR-4 117, DU-145 112 and HCC-2998 115.
Screening COc1cc(-c2nc(Nc3nc4ccccc4[nH]3)nc(N)c2C#N)cc(OC)c1OC returned OVCAR-5 101, OVCAR-3 15, KM12 37, OVCAR-8 80, OVCAR-4 73, DU-145 62, HCC-2998 81 and PC-3 45.
For O=C(Cc1ccccc1[N+](=O)[O-])NCC(O)c1ccc2c(c1)OCO2 (stereo not drawn) the results were OVCAR-5 107, OVCAR-3 107, KM12 102, SW-620 107, OVCAR-8 105, OVCAR-4 114, DU-145 104, HCC-2998 96 and PC-3 105.
[2H]C([2H])([2H])Oc1ccc(Cl)cc1/C=C/C(=O)/C=C(/C=C/c1cc(Cl)ccc1OC([2H])([2H])[2H])OB(F)F was read as OVCAR-5 115, OVCAR-3 111, KM12 106, SW-620 112, OVCAR-8 94, OVCAR-4 93, DU-145 104, HCC-2998 104 and PC-3 95.
COc1ccc(-c2nn(-c3ccccc3)cc2/C=C2\SC(=Nc3ccc(C)cc3)NC2=O)cc1 was read as OVCAR-5 95, OVCAR-3 114, KM12 98, SW-620 101, OVCAR-8 101, OVCAR-4 39, DU-145 83, HCC-2998 111 and PC-3 95.
`O=C(CN1CCN(c2ccc(Cl)cc2)CC1)N1CCN(c2nnc(-c3ccc(Cl)cc3)c(-c3ccc(Cl)cc3)n2)CC1` gave OVCAR-5 103, OVCAR-3 78, KM12 63, SW-620 81, OVCAR-4 74, DU-145 87, HCC-2998 85 and PC-3 30.
`NS(=O)(=O)c1ccc(Nc2nc(N/N=C/c3ccc([N+](=O)[O-])cc3)nc(Nc3ccccc3)n2)cc1` gave OVCAR-5 82, KM12 38, SW-620 18, OVCAR-8 33, OVCAR-4 56, DU-145 44, HCC-2998 20 and PC-3 50.
COc1ccccc1NC(=O)/C(=C/n1c(=S)[nH]c2ccccc21)C(C)=O was read as OVCAR-5 101, OVCAR-3 99, KM12 100, SW-620 105, OVCAR-8 106, OVCAR-4 104, DU-145 110, HCC-2998 111 and PC-3 93.
For CCCc1ccncc1 the results were OVCAR-5 100, OVCAR-3 112, KM12 111, SW-620 114, OVCAR-8 106, OVCAR-4 95, DU-145 119, HCC-2998 110 and PC-3 99.
COc1ccc(-c2nnc3ccc(N/N=C/c4ccc(O)cc4)nn23)cc1 was read as OVCAR-5 89, OVCAR-3 38, KM12 28, SW-620 67, OVCAR-8 45, OVCAR-4 48, DU-145 52, HCC-2998 15 and PC-3 40.
For O=C(NC(Cc1ccccc1)C(=O)O)OCc1ccccc1 (stereo not drawn) the results were OVCAR-5 98&108, OVCAR-3 121&108, KM12 106&104, SW-620 101&102, OVCAR-8 106&101, OVCAR-4 103&106, DU-145 108&107, HCC-2998 116&107 and PC-3 103&91.
Screening Cc1nc2ccc(Cl)cn2c1-c1nnc(SCC(=O)c2ccccc2)o1 returned OVCAR-5 107, OVCAR-3 116, KM12 105, SW-620 103, OVCAR-8 100, OVCAR-4 106, DU-145 112, HCC-2998 98 and PC-3 102.
COc1ccc(NC(C)=O)c(N)c1 was read as OVCAR-3 103, KM12 103, SW-620 104, OVCAR-8 106, OVCAR-4 118, DU-145 100, HCC-2998 90 and PC-3 106.
`O=C1CC(c2ccc(Cl)cc2)Oc2ccc(Cl)cc21` (stereo not drawn) gave OVCAR-5 94, OVCAR-3 94, KM12 98, SW-620 100, OVCAR-8 95, OVCAR-4 93, DU-145 107, HCC-2998 101 and PC-3 81.
Screening CCCCOC(=O)c1[nH]cnc1/N=N\N(C)C returned OVCAR-5 97, OVCAR-3 103, KM12 103, SW-620 107, OVCAR-8 103, OVCAR-4 98, DU-145 109, HCC-2998 113 and PC-3 95.
Cc1ccc2nc(C)cc(Nc3cccc(C(F)(F)F)c3)c2c1 was read as OVCAR-5 93, OVCAR-3 109, KM12 99, SW-620 95, OVCAR-8 92, OVCAR-4 99, DU-145 107, HCC-2998 91 and PC-3 86.
Screening COC1CC(O)C2OC(c3ccccc3)OCC2O1 (stereo not drawn) returned OVCAR-5 113, OVCAR-3 104, KM12 105, SW-620 104, OVCAR-8 99, OVCAR-4 114, DU-145 110, HCC-2998 106 and PC-3 92.
Screening CCOC(=O)c1cnn(CC(O)CC)c1NC(=O)NCc1cccc(F)c1 (stereo not drawn) returned OVCAR-5 107, OVCAR-3 108, KM12 100, SW-620 104, OVCAR-8 90, OVCAR-4 113, DU-145 106, HCC-2998 96 and PC-3 73.
For O=c1[nH]nc(-c2ccc([N+](=O)[O-])o2)c(=O)[nH]1 the results were OVCAR-5 95, OVCAR-3 103, KM12 100, SW-620 97, OVCAR-8 97, OVCAR-4 103, DU-145 107, HCC-2998 100 and PC-3 88.
For COc1cccc(/C=C/[C@H]2O[C@@H](C)[C@H](O)[C@@H]2O)c1CO the results were OVCAR-5 102, OVCAR-3 114, KM12 109, SW-620 106, OVCAR-8 108, OVCAR-4 128, DU-145 115, HCC-2998 117 and PC-3 100.
Screening COc1ccc(/C=C2\Oc3ccc(O)c(-c4ccccc4)c3C2=O)cc1 returned OVCAR-5 103, OVCAR-3 94, KM12 63, SW-620 97, OVCAR-8 97, OVCAR-4 76, DU-145 65, HCC-2998 89 and PC-3 70.
`NNC(=O)c1ccc([N+](=O)[O-])cc1` gave OVCAR-5 119, OVCAR-3 104, KM12 99, SW-620 107, OVCAR-8 103, OVCAR-4 106, DU-145 104, HCC-2998 101 and PC-3 96.
`COC(=O)Oc1nn(C(=O)OC)c(=O)c2ccccc12` gave OVCAR-3 100, KM12 96, SW-620 101, OVCAR-8 102, OVCAR-4 109, DU-145 101, HCC-2998 100 and PC-3 95.
For CCN(CC)S(=O)(=O)c1ccc(C)cc1 the results were OVCAR-5 98, OVCAR-3 111, KM12 101, SW-620 106, OVCAR-8 97, OVCAR-4 104, DU-145 104, HCC-2998 106 and PC-3 92.
Screening CC1=C(O)C(=O)C(c2c(C)cc(C)c(Br)c2C)=C(O)C1=O returned OVCAR-5 70, OVCAR-3 54, KM12 68, SW-620 86, OVCAR-8 68, OVCAR-4 46, DU-145 78, HCC-2998 63 and PC-3 84.
Screening Cn1cc(C2=C(c3coc4cc(Br)ccc34)C(=O)N(O)C2=O)c2ccccc21 returned OVCAR-5 101, OVCAR-3 96, KM12 98, SW-620 94, OVCAR-8 92, OVCAR-4 101, DU-145 106, HCC-2998 111 and PC-3 80.
COc1ccc(Cl)cc1Nc1nc(C(F)(F)F)ccc1C(=O)N/N=C/c1ccccc1Cl was read as OVCAR-5 22, OVCAR-3 1.6*, KM12 7.7*, SW-620 7.2*, OVCAR-8 11, OVCAR-4 -18*, DU-145 15, HCC-2998 -11* and PC-3 5.5*.
Screening COc1ccc(-c2nc3ccc(C(=O)N=Nc4c(O)[nH]c5ccccc45)cc3[nH]2)cc1 returned OVCAR-5 104, OVCAR-3 101, KM12 96, SW-620 100, OVCAR-8 103, OVCAR-4 108, DU-145 99, HCC-2998 111 and PC-3 88.

Looked up by compound from above, 4 records:
Screening COc1ccc(-c2nc3ccc(C(=O)N=Nc4c(O)[nH]c5ccccc45)cc3[nH]2)cc1 returned OVCAR-5 104, OVCAR-3 101, KM12 96, SW-620 100, OVCAR-8 103, OVCAR-4 108, DU-145 99, HCC-2998 111 and PC-3 88.
`NNC(=O)c1ccc([N+](=O)[O-])cc1` gave OVCAR-5 119, OVCAR-3 104, KM12 99, SW-620 107, OVCAR-8 103, OVCAR-4 106, DU-145 104, HCC-2998 101 and PC-3 96.
For CCN(CC)S(=O)(=O)c1ccc(C)cc1 the results were OVCAR-5 98, OVCAR-3 111, KM12 101, SW-620 106, OVCAR-8 97, OVCAR-4 104, DU-145 104, HCC-2998 106 and PC-3 92.
Screening CC1=C(O)C(=O)C(c2c(C)cc(C)c(Br)c2C)=C(O)C1=O returned OVCAR-5 70, OVCAR-3 54, KM12 68, SW-620 86, OVCAR-8 68, OVCAR-4 46, DU-145 78, HCC-2998 63 and PC-3 84.

Bioassay records: PubChem BioAssay, NCI
